TAG inh: triacylglycerol accumulation inhibition; H9c2 cells, Nile Red lipid (TAG) fluorescence; cells loaded with 200 µM oleic acid; inhibition, % at 12.5 µM; 230,000 compounds, 0.66% hits;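 active = pattern-corrected inhibition of lipid staining of at least 50% with the nuclear-stain viability signal not falling by more than 50%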;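 note: 0% = DMSO wells and 100% = triacsin C control wells; some results filed as inactive read as strong as hits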
TAG inh DAPI viability: also measured in TAG inh; calls as there; DAPI nuclei signal change (viability), lower = more cytotoxic, %;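 whole-well DAPI fluorescence read on a plate reader as a viability signal; minus 50 percent equals half of cells still viable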
Starred values were filed as active, the others as inactive.

SMILES | TAG inh | TAG inh DAPI viability
COc1ccc(Cc2nnc(NC(=O)c3cc(OC)c(OC)c(OC)c3)s2)cc1OC | -1 | -9
CCCOc1ccc(CCC(=O)O)cc1 | -5 | -1
COc1ccc(NC(=O)c2ccc(S(=O)(=O)N3CCCC3)cc2)cc1OC | -1 | -12
Cc1cccc(-n2c(N)cc(=O)nc2SCC(=O)Nc2ccccc2)c1 | -4 | 7
O=C(Nc1cc(S(=O)(=O)N2CCOCC2)ccc1N1CCCC1)C1CC1 | -6 | -19
Cc1c(N2C(=O)SC(CC(=O)O)C2=O)c(=O)n(-c2ccccc2)n1C (configuration not stated) | -2 | -8
Cc1c(C=O)c2ccccc2n1CC(=O)NC(C)c1ccccc1 (configuration not stated) | -11 | -5
CC(Oc1ccc(Br)cc1)C(=O)NCc1ccccn1 (configuration not stated) | 2 | 4
Cc1cc(=O)c2c(N(C)C)cccc2[nH]1 | 0 | 37
CCOc1ccc(S(=O)(=O)NCc2ccc3c(c2)OCO3)cc1C | 0 | 4
O=C(COc1ccc(Br)cc1CNCCc1ccccc1)NCc1ccccc1 | 21 | 3
CC(C)N(C(=O)CSc1nc2ccccc2n1Cc1ccccc1F)C(C)C | 28 | -9
COc1cccc(N2CCN(CC(=O)C34CC5CC(CC(C5)C3)C4)CC2)c1 | -4 | 25
NS(=O)(=O)c1ccc(CCNC(=O)CC(NC(=O)c2ccccc2Cl)c2ccccc2)cc1 (configuration not stated) | -6 | 0
CC1=Nc2ccccc2N=C(NC(=O)CSC(=S)N2CCN(C)CC2)C1c1ccccc1 (configuration not stated) | 1 | -11
COc1ccc(C(=O)N/N=C\c2ccc(OC)c(COc3ccccc3Br)c2)c(OC)c1 | -1 | -4
CC1=C(C(=O)Nc2ccccc2)C(c2ccc(N(C)C)cc2)NC(=O)N1 (configuration not stated) | 11 | 8
Cc1ccc(OCc2nnc(SC3CCc4ccccc4C3=O)n2C)cc1 (configuration not stated) | 9 | 7
Cc1cccc(C(=O)OCC(=O)N2CCCCCC2)c1C | 13 | -1
CN(C)c1ccc(/C=[N+](\[O-])C2SC(=S)N(C)C2(C)C)cc1 (configuration not stated) | -4 | 0
Cc1ccc2c(c1)N(CC(=O)Nc1ccccc1F)C(=O)C(C)O2 (configuration not stated) | -2 | 0
CCOC(=O)C1(Cc2ccccc2C(F)(F)F)CCN(C2CCSC2)CC1 (configuration not stated) | -3 | -1
O=C(CCc1c[nH]c2ccccc12)Nc1ccc(S(=O)(=O)Nc2ncccn2)cc1 | 7 | 0
COc1ccc(C2CC(=O)C=C(NCc3ccccc3)C2)cc1 (configuration not stated) | -1 | -5

Record cards (already shown). Order of screens: TAG inh | TAG inh DAPI viability
Cc1ccc2c(c1)N(CC(=O)Nc1ccccc1F)C(=O)C(C)O2 (configuration not stated) as listed: -2 | 0
Cc1ccc(OCc2nnc(SC3CCc4ccccc4C3=O)n2C)cc1 (configuration not stated) as listed: 9 | 7

(further entries)
SMILES | TAG inh | TAG inh DAPI viability
COc1cc(/C=C(\C#N)C(=O)c2ccc(O)c(O)c2)cc(I)c1O | -13 | 6
CC1=CN(S(=O)(=O)c2ccc(C)cc2)C[C@@H]2c3ccccc3N(S(=O)(=O)c3ccc(C)cc3)[C@H]12 | 19 | -9
COc1ccc(C(=O)N2CCN(c3ncccn3)CC2)cc1S(=O)(=O)N1CCOCC1 | 7 | 2
COc1cc2nc(CN3CCN(C(C)=O)CC3)[nH]c(=O)c2cc1OC | -11 | -6
CN(CC(=O)Nc1cccc(F)c1)C(=O)CN1c2cccc3cccc(c23)S1(=O)=O | -1 | 7
CCN(CC(=O)Nc1ccccc1C(F)(F)F)C(=O)c1ccc(N2C(=O)CCC2=O)cc1 | 5 | -8
O=C(O)C1CCCCC1C(=O)Nc1ccc(S(=O)(=O)N2CCOCC2)cc1 (configuration not stated) | -3 | 8
N#Cc1c2c(c(NCCCN3CCOCC3)n3c1nc1ccccc13)CCC2 | 18 | 13
COc1ccc(/C=C/C(=O)NCC2COc3ccccc3O2)c(OC)c1 (configuration not stated) | -11 | 2
COCCN(C(=O)CSc1ncn[nH]1)c1c(N)n(Cc2ccccc2)c(=O)[nH]c1=O | 9 | 0
Cc1cc(C)cc(N(CC(=O)NC2CCCCCC2)S(=O)(=O)c2c(C)[nH]c(=O)[nH]c2=O)c1 | -13 | 8
CC1(C)CC(=O)C=C(NCc2ccco2)C1 | -11 | 2
COCCn1nnnc1C(c1ccccn1)N1CCN(c2cc(Cl)ccc2C)CC1 (configuration not stated) | 12 | -8
COc1ccc([N+](=O)[O-])cc1NC(=O)CCNC(=O)Cn1ccc2ccccc2c1=O | 4 | 2
COc1ccc(CC(=O)Nc2nnc(C(C)C)s2)cc1 | -16 | 0
COc1cccc(-c2nc(C#N)c(N3CCN(C(=O)c4ccco4)CC3)o2)c1 | -13 | 3
COc1ccccc1S(=O)(=O)Cc1ccc(C(=O)NC2CCCCC2)o1 | 5 | -2
COC(=O)c1cc(=O)n(Cc2ccco2)c(=Nc2ccc(F)cc2)s1 | 27 | -11
Cc1cccc(Cc2cccc(C)c2O)c1O | -16 | 7
COc1ccc(CCn2nc(C)c([N+](=O)[O-])c2C)cc1 | 0 | -1
Cc1cc(=O)oc2cc(NS(=O)(=O)c3ccccc3)ccc12 | 0 | 60
Cc1ccc2c(c1)N(C(=O)CCC(=O)NCCCN1CCOCC1)CC(C)O2 (configuration not stated) | -5 | -7
CC(OC(=O)c1cccc(-n2cnnn2)c1)C(=O)Nc1ccc(N(C)C)cc1 (configuration not stated) | 5 | -3
C=CCCN(C(C(=O)OC)C(C)C)S(=O)(=O)c1ccccc1Br (configuration not stated) | -1 | -6
COc1ccc(CNC(=O)C[C@H]2C[C@H](C(=O)N3CCOCC3)[C@@]3(C)c4[nH]c5cc(-c6ccco6)ccc5c4CCN3C2=O)cc1OC | 16 | -8
CO[C@@]1(NC(=O)C2SC(=C(C(N)=O)C(=O)O)S2)C(=O)N2C(C(=O)O)=C(CSc3nnnn3C)CS[C@@H]21 (some centres not stated) | 4 | -6
Cc1ccc(Cl)cc1-c1cc(C(=O)N2CCc3ccccc3C2)[nH]n1 | -2 | -3
O=C(Cn1nc2ccccc2n1)N/N=C/c1cc([N+](=O)[O-])ccc1O | 0 | -7
Fc1cccc2sc(Nc3nnc(-c4ccco4)o3)nc12 | 4 | -4
Cc1cc(N/N=C/c2ccc(Cl)cc2)nc(NCc2ccccc2)n1 | 2 | 25
O=C(Nc1ccccc1)N1CCCC(c2nc(-c3ccc(F)cc3)no2)C1 (configuration not stated) | -22 | 8
COc1ccc(-c2nc(S(=O)(=O)c3ccccc3)c(N3CCN(C)CC3)o2)cc1 | 3 | 8
COc1ccccc1C(=O)N(C)CC(=O)Nc1ccc(N2CCOCC2)cc1 | -20 | 0
O=C(COc1ccc(Cl)cc1)NNC(=O)CSc1nncs1 | -3 | -6
O=C(O)CSc1nc2c(c(C(F)(F)F)n1)CCc1ccccc1-2 | 1 | 4
C/C(=N\NC(N)=S)c1ccccc1 | -13 | 0
COc1cccc(C2C(C(N)=O)=C(C)Nc3nc(-c4cccc(Cl)c4)nn32)c1 (configuration not stated) | 23 | 1
COc1ccc(CNC(=O)c2c([S-])n(-c3ccc(C)cc3)c3cccc[n+]23)cc1 | 1 | -6
CC1COC(c2cccn2Cc2ccccc2Cl)=N1 (configuration not stated) | -10 | -1
CCO[C@@H]1OC(C(=O)N2CCCCCCC2)=C[C@H](c2cn(C(C)=O)c3ccccc23)[C@H]1CCCO | 0 | -1
COc1cc(NC(=O)COC(=O)/C=C/c2ccc(OC)c(OC)c2)cc(OC)c1 | -1 | 1
NS(=O)(=O)c1ccc(CCNC(=O)C2CCN(S(=O)(=O)c3c(Cl)cccc3Cl)CC2)cc1 | -1 | -1
COc1ccc(NS(=O)(=O)c2cccc(C(=O)NNC(=O)c3ccc(Br)o3)c2)cc1 | 9 | -3
COc1ccc(-c2cc(=O)c3cc(F)ccc3[nH]2)cc1 | 15 | 0
CC(=O)Nc1cccc(-c2ccnc3c2CC(C)(C(=O)Nc2ccc4c(c2)OCO4)O3)c1 (configuration not stated) | 40 | 33
CC(C)(C)n1nc2c(c1NC(=O)Cc1ccc(F)cc1)CSC2 | 4 | -8
Clc1ccc(C2=NNC(=NCc3ccccc3)SC2)cc1 | 0 | -3
O=C(CCCCCn1c(=O)[nH]c2ccsc2c1=O)NCc1cccs1 | -42 | -2
Cc1ccc(C(=O)COC(=O)c2ccc(Cl)c(N)c2)s1 | -20 | -4
CCOc1ccccc1COC(=O)c1cccc(-n2cnnn2)c1 | 18 | -2
O=C(NC1CCCCC1)c1ccc2ccccc2c1O | 16 | -18
COc1cc(OC)c(N(C)S(=O)(=O)c2cccc(C(=O)NCc3cccs3)c2)cc1Cl | 7 | 9
COc1cc([N+](=O)[O-])cc(/C=N/NC(=O)c2cc(-c3ccccc3)nc3ccccc23)c1O | 22 | -22
C/C(=N\Nc1ccc(F)cc1F)c1ccc(N2CCOCC2)cc1 | -1 | 11
O=C1CCN(CCCc2ccccc2)CCN1[C@H](CO)c1ccccc1 | 8 | -3
COc1ccc2c(c1)OC1=C(C(=O)CCC1)C2C1=C(O)CCCC1=O (configuration not stated) | 3 | 0
CN(CC(=O)Nc1cccc(F)c1)C(=O)c1cn(-c2ccccc2)nc1-c1ccc(Cl)cc1 | 24 | -2
COc1ccc(CCNC(=O)c2cc(-c3ccc(C)c(C)c3O)n[nH]2)cc1OC | 4 | -1
COCOCCn1cc(CN2CCS(=O)(=O)N(Cc3ccc(-c4ccc(Cl)nc4)cc3)C(CC(C)C)C2=O)nn1 (configuration not stated) | 14 | -12
O=C(CCCN1C(=O)C(=Cc2ccc3c(c2)OCO3)SC1=S)Nc1ccc(C(=O)O)c(O)c1 | 15 | 5

Next part
SMILES | TAG inh | TAG inh DAPI viability
COc1ccc(C(=O)NCCS(=O)(=O)N2CCOCC2)cc1 | 2 | -10
COC(=O)C1CC(O)CN1S(=O)(=O)c1ccc2ccccc2c1 (configuration not stated) | -2 | -1
COc1ccccc1C(=O)Nc1ccccc1C(=O)N1CCCC1 | -14 | -6
CCOCc1c(C(=O)N2CCN(Cc3ccc(Br)s3)CC2)oc2ccccc12 | -41 | 7
Cc1ccc(SCCC(=O)N2CCN(S(=O)(=O)c3ccccc3)CC2)cc1 | -19 | -2
CSC1=NCCN1C(=O)c1c(-c2c(F)cccc2Cl)noc1C | -5 | 3
CC1CCc2c(ccc3ccccc23)C1=O (configuration not stated) | 2 | 2
O=C1/C(=C\c2cccnc2)SC(=S)N1c1ccc(F)cc1 | 5 | -4
O=C(CSc1nnc(CNc2ccc(F)cc2)n1Cc1ccco1)N1CCOCC1 | 23 | -23
CCCCCn1c(SCCN2CCOCC2)nc2c1c(=O)[nH]c(=O)n2C | -33 | 11
CC(C)OC(=O)CCc1nc2ccccc2[nH]c1=O | 16 | 6
COCCC(C(=O)Oc1c(C(C)(C)C)cc(C)cc1C(C)(C)C)c1ccccc1 (configuration not stated) | -11 | -1
Cc1c(C)[n+](=O)c2c(n1[O-])C(Br)CCC2Br (configuration not stated) | 4 | -6
COc1ccc(N2CCN(Cc3oc(CO)cc(=O)c3O)CC2)cc1 | 23 | -14
Cc1onc(-c2ccccc2Cl)c1C(=O)OCN1C(=O)c2ccccc2C1=O | 23 | -9
O=C(Nc1sc2c(c1C(=O)O)CCC2)c1cccs1 | 2 | 1
CC(C)C1Nc2ccc(C(=O)O)cc2C2C=CCC21 (configuration not stated) | 9 | 7
CC12CCC(=O)N1C(C(=O)OCC(=O)Nc1cc(S(=O)(=O)N3CCCCC3)ccc1Cl)CS2 (configuration not stated) | -16 | 16
CCCCN(C(=O)CC1CCCCC1)c1c(N)n(CC(C)C)c(=O)[nH]c1=O | 9 | -2
Cc1ccc(S(=O)(=O)NC(C)C(=O)Nc2ccc(C(N)=O)cc2)cc1 (configuration not stated) | 2 | -7
CC(=O)/C=C\c1ccc(OC(=O)c2cccnc2)cc1 | 8 | -14
COc1ccccc1OCCOc1ccc(C(=O)c2ccccc2)cc1 | -4 | 3
Oc1c(C(c2ccccc2)N2CCCCC2)sc2ncnn12 (configuration not stated) | 2 | -1
CC(=O)Nc1nc2ccc(NC(=O)c3ccco3)cc2s1 | -1 | -2
COc1cc2c(cc1NC(=O)COC(=O)[C@@H](NS(=O)(=O)c1cccc(Cl)c1)C(C)C)oc1ccccc12 | 16 | 15
COCCNC(=O)/C(C#N)=C/c1ccc(-c2ccc(OC)cc2[N+](=O)[O-])o1 | -1 | -2
CC(C)N(CCNC(=O)C1CCN(S(=O)(=O)N2CCOCC2)CC1)Cc1ccccc1 | -1 | -3

Ordered by formula weight (rising): 16 of the compounds above.
SMILES | TAG inh | TAG inh DAPI viability
CC(C)C1Nc2ccc(C(=O)O)cc2C2C=CCC21 (configuration not stated) | 9 | 7
CC(=O)/C=C\c1ccc(OC(=O)c2cccnc2)cc1 | 8 | -14
O=C(Nc1sc2c(c1C(=O)O)CCC2)c1cccs1 | 2 | 1
CC(=O)Nc1nc2ccc(NC(=O)c3ccco3)cc2s1 | -1 | -2
Oc1c(C(c2ccccc2)N2CCCCC2)sc2ncnn12 (configuration not stated) | 2 | -1
COc1ccc(N2CCN(Cc3oc(CO)cc(=O)c3O)CC2)cc1 | 23 | -14
Cc1c(C)[n+](=O)c2c(n1[O-])C(Br)CCC2Br (configuration not stated) | 4 | -6
Cc1ccc(S(=O)(=O)NC(C)C(=O)Nc2ccc(C(N)=O)cc2)cc1 (configuration not stated) | 2 | -7
COCCNC(=O)/C(C#N)=C/c1ccc(-c2ccc(OC)cc2[N+](=O)[O-])o1 | -1 | -2
CCCCN(C(=O)CC1CCCCC1)c1c(N)n(CC(C)C)c(=O)[nH]c1=O | 9 | -2
CCCCCn1c(SCCN2CCOCC2)nc2c1c(=O)[nH]c(=O)n2C | -33 | 11
Cc1onc(-c2ccccc2Cl)c1C(=O)OCN1C(=O)c2ccccc2C1=O | 23 | -9
O=C(CSc1nnc(CNc2ccc(F)cc2)n1Cc1ccco1)N1CCOCC1 | 23 | -23
CC(C)N(CCNC(=O)C1CCN(S(=O)(=O)N2CCOCC2)CC1)Cc1ccccc1 | -1 | -3
CC12CCC(=O)N1C(C(=O)OCC(=O)Nc1cc(S(=O)(=O)N3CCCCC3)ccc1Cl)CS2 (configuration not stated) | -16 | 16
COc1cc2c(cc1NC(=O)COC(=O)[C@@H](NS(=O)(=O)c1cccc(Cl)c1)C(C)C)oc1ccccc12 | 16 | 15

Screens as filed in PubChem.

This is a subset (hit frequency here may not be typical).
